Source: PubChem
MC4R barr agon = MC4R agonists recruiting beta-arrestin, primary screen, cell-based, luminescence, agonist arm of biased-ligand search | 360,000 tested, 0.98% active | Melanocortin receptor 4 (Homo sapiens), P32245 | U2OS MC4R beta-arrestin complementation; percent of melanotan II response, DMSO zero | activation, % at 8.9 µM | AID 540308, 2011;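 active = activation above a per-plate cutoff, the mean activation of sample wells on that plate plus 3 SD, cut at about 8% in these data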
Target sequence (P32245 whole entry, looked up): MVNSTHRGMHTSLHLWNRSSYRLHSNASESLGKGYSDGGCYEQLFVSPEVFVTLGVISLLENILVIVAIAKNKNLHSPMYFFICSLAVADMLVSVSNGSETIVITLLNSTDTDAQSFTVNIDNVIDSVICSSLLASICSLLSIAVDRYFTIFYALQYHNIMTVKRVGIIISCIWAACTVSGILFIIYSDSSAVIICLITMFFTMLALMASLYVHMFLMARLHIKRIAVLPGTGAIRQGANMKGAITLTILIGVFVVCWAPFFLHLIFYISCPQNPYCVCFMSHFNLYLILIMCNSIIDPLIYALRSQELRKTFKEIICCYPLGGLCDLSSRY
N-glyco inh = increase of ERlucT glycosylation luciferase signal, primary screen, N-linked glycosylation inhibitor project, D54 ERlucT cells, luminescence, set 2 | 360,000 tested, 0.23% active | reporter increase, % at 12.5 µM | D54 ERlucT glycosylation luciferase reporter, 24 h; percent of 100 nM tunicamycin response;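 active = mean luciferase reporter signal, scaled so untreated is 0 and the glycosylation-blocking control 100, at or above a set limit in every replicate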;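 note: luciferase carries N-glycosylation sites so blocking glycosylation raises the light; 0% = median of neutral control wells and 100% = median of 100 nM tunicamycin wells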
MC4R antagonist = MC4R antagonists of cAMP signaling, primary screen, cell-based, TR-FRET, antagonist arm of biased-ligand search; Melanocortin receptor 4 (Homo sapiens), P32245; MC4R-expressing cells, MTII-stimulated cAMP, LANCE TR-FRET; inhibition, % at 6.5 µM; 360,000 tested, 0.48% active;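 active = inhibition above its plate's cutoff, the mean of tested wells on that plate plus 3 SD, cut at about 29% in these data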;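 note: 0% = Melanotan II alone and 100% = Melanotan II plus saturating MCL0020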
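System: U2OS-MC4R stable cell line; Technique: Eu-cAMP/anti-cAMP TR-FRET, emission 671 nm; Repeats: single well per compound; Also added: Melanotan II; Dosing: one concentration, 6.5 µM nominal; Schedule: 30-min compound, 1-h challenge, 1-h detection, room temperature.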
ABCB6 inh 2 = ABCB6 transporter inhibitors, primary screen, K562-ABCB6 cells, flow cytometry, MLPCN library. ATP-binding cassette sub-family B member 6 (Homo sapiens), Q9NP58. 360,000 tested, 0.19% active. AID 602162, 2011. fluorescence ratio to DMSO, % at 10 µM. K562-ABCB6 porphyrin accumulation, 1 h; stronger effect = lower value;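 active = fluorescence ratio to DMSO below 75%, the collection mean minus 3 SD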;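 note: signal is porphyrin accumulated inside mitochondria; 100% equals median channel fluorescence of DMSO control wells; lower ratio means ABCB6 inhibition with less porphyrin fluorescence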
Granule exo inh = LAMP-1 surface exposure blockers, TALL-104 cells – cell-based, flow cytometry, MLPCN library, primary screen; TALL-104 LAMP-1 surface exposure; cells stimulated with thapsigargin and PMA; inhibition, % at 10 µM; 360,000 tested, 0.66% active;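 active = inhibition above about 55%, limit read from the data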
ABHD5-PLIN5 inh = ABHD5-PLIN5 interaction inhibitors, primary screen, cell lysate, split luciferase complementation, luminescence; Perilipin-5 (Homo sapiens) + 1-acylglycerol-3-phosphate O-acyltransferase ABHD5 (Homo …; Split G. princeps luciferase complementation, 4 h; inhibition, % at 4 µM; 360,000 tested, 0.78% active;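 active = inhibition above the mean inhibition across every tested compound plus 3 SD, cut at about 22% in these data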;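 note: 0% = DMSO only wells and the 100% control is not disclosed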
aDG glyco act = activators of alpha-DG glycosylation, primary screen, uHTS, Pro5-aDG cells, AlphaScreen. 360,000 tested, 0.22% active. alpha-DG glycosylation AlphaScreen (IIH6); 0% Pro5, 100% B10-LARGE cell signal. activation, % at 10 µM;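 active = activation of at least 8% versus controls, or a plate z-score of at least 8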;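 note: Pro5 are CHO cells carrying HIG-tagged alpha-DG that lacks glycosylation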
H9c2 protect = cardioprotection against H2O2-induced cell death, primary screen, uHTS, H9c2 cells, ATPLite luminescence | H9c2 cardiomyocytes, H2O2 injury protection, 2 h | protection from H2O2 cell death, % at 20 µM | 360,000 tested, 0.63% active | AID 588492, 2011;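 active = compounds giving at least 50% protection of heart cells from peroxide-induced death in the single-dose screen, raw or plate-pattern-corrected value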;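 note: 0% = DMSO wells with peroxide and 100% = DMSO wells without peroxide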
hiPSC survival = enhancers of single-cell hiPSC survival, primary screen, ATPlite luminescence; 100% = ROCK inhibitor wells, 0% = DMSO; survival enhancement, % at 20 µM; 360,000 tested, 0.044% active; AID 602274, 2012; in the data active = survival enhancement above about 18%;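 note: cells exposed to compounds for 16 hours before the ATP read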
HTR2A ag = mouse Htr2a agonists via beta-arrestin recruitment, primary screen, cell-based, luminescence. 5-hydroxytryptamine receptor 2A (Mus musculus), P35363. CHO-K1 mHTR2A beta-arrestin complementation; percent of 30 µM serotonin response. activation, % at 7.6 µM. 360,000 tested, 0.66% active. AID 624169, 2012;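 active = activation above a run cutoff, the mean activation of all tested compounds plus 3 SD, cut at about 14% in these data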;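 note: 0% = plate median of compound wells and 100% = 30 µM serotonin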
Target sequence (P35363 whole entry, looked up): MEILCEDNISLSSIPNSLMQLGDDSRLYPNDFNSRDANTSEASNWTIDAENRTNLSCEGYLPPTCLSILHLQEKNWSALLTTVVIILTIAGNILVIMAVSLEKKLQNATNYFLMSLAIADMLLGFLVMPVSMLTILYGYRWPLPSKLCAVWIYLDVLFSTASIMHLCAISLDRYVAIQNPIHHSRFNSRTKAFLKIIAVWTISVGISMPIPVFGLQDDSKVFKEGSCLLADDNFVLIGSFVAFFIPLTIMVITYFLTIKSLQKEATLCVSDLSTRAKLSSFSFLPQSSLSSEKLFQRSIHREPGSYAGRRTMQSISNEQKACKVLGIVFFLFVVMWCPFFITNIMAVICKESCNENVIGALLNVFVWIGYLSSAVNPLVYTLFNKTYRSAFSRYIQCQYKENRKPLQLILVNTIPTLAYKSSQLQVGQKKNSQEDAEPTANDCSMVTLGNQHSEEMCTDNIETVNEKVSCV
Active calls of the source: *; x = not tested or not shown.

SMILES	MC4R barr agon	N-glyco inh	MC4R antagonist	ABCB6 inh 2	Granule exo inh	ABHD5-PLIN5 inh	aDG glyco act	H9c2 protect	hiPSC survival	HTR2A ag
CS(=O)(=O)N1CCN(C(=O)c2cc(-c3cccnc3)nc3ccc(Br)cc23)CC1	0.1	0	11	97	2	-2	-0.9	28	-0.6	9
CN(C)C(CNC(=O)c1ccc(NS(=O)(=O)c2ccc(F)c(F)c2)cc1)c1ccccc1 (stereo not drawn)	-2.3	-1	12	95	-1	-4	0.0	3	-0.2	-6
COc1ccc(/C(C)=N/NC(=O)Cc2c(C)nc(C)[nH]c2=O)cc1	2.0	3	-5	105	29	18	-0.3	-1	-1.2	8
CC(Sc1nc2ncc(Cl)cc2[nH]1)C(=O)NC1(C#N)CCCCC1 (stereo not drawn)	-2.4	0	3	101	5	-3	-0.4	-13	-0.5	2
Cc1ccc(C(=O)NC(C)c2ccc(F)cc2)cc1 (stereo not drawn)	-1.7	-1	-5	97	2	3	-0.2	0	3.9	-4
C=CCNc1nc2c(c(=O)[nH]c(=O)n2C)n1Cc1cccc(C)c1	0.2	5	14	99	0	-1	-0.2	-10	0.0	2
CC(=O)NCc1nc2ccccc2n1C(C)C	0.1	2	7	99	1	-2	0.1	4	-1.4	18*
CCn1c(SCC(=O)c2ccccc2)nnc1-c1cccnc1	-2.1	1	0	71*	3	-8	-0.1	2	-0.3	4
COc1cccc(CN2CCN(C(c3ccccc3)c3ccccc3)CC2)c1O	3.5	-4	2	98	38	-3	-0.1	0	0.4	-11
COc1ccc(-c2nc(N)nc(C)c2-c2ccc(Cl)cc2)c(O)c1	0.3	3	5	100	61*	-22	0.2	-7	-0.1	4
CC(C(=O)O)c1cccc(Oc2ccccc2)c1 (stereo not drawn)	-2.1	1	0	89	2	-6	0.0	6	4.3	5
CC(C)CN(C(=O)c1ccc(=O)n(C)n1)c1c(N)n(Cc2ccccc2)c(=O)[nH]c1=O	-0.8	4	0	100	8	-2	-0.1	-4	-0.5	4
COc1ccc(C(=O)NCCN2CCCC2)cc1	-0.9	-1	-1	99	4	1	0.2	-5	-0.5	-4
CC(C)(C)CN1CCN(Cc2cc3ccccc3[nH]2)CC1CCO (stereo not drawn)	0.0	-2	14	101	23	-10	-0.2	4	-0.2	1
CC(OC(=O)c1cc(-c2cccnc2)nc2ccccc12)C(=O)Nc1ccc2ccccc2c1 (stereo not drawn)	8.0	3	4	89	-2	5	0.0	67*	1.8	2
O=C(C1CCCN(S(=O)(=O)c2ccc(Cl)cc2)C1)N1CCCC1 (stereo not drawn)	-0.9	-2	5	100	-10	-2	0.1	5	-0.4	-6
COC(=O)C[C@@H]1CC[C@H](NC(=O)c2ccc3c(c2)OCO3)[C@@H](CO)O1	x	x	x	x	-5	1	0.1	x	x	0
COc1ccc(C2NC(=O)NC(C)=C2C(C)=O)cc1 (stereo not drawn)	-1.5	0	4	96	-2	-1	-0.2	7	-1.5	-1
CN(C)CCn1c(=S)[nH]c2ccc(Cl)cc2c1=O	0.9	1	12	96	2	-1	0.1	19	-0.9	1
Cc1cccc(NCc2ccccc2O)n1	1.1	-1	1	92	-3	-3	-0.1	9	4.5	0
CCOC(=O)c1c(C)c(-c2ccccc2)n(CC(=O)NCCC(C)C)c1C	-0.2	7	3	95	0	-2	0.4	-3	1.3	3
O=C1[C@H](Cc2ccccc2)NCC=CC[C@H](c2ccco2)N1Cc1ccccc1	2.7	-2	3	95	-2	7	0.1	16	0.3	6
CC(=O)NC(Cc1c[nH]c2ccccc12)C(=O)N/N=C/c1ccccc1 (stereo not drawn)	-0.7	0	-5	94	0	8	-0.1	0	0.2	3
CC12CCC(C(=O)NNC(=O)c3ccc(Br)cc3)(OC1=O)C2(C)C (stereo not drawn)	-1.2	-1	-2	102	-1	0	-0.3	0	0.0	1
O=C(NCCCN1CCCCC1)c1ccc2c(c1)ncn2C1CCCC1	-1.4	3	-2	101	-10	3	0.1	0	1.2	-6

Next section (5 carried over from the part before).
SMILES	MC4R barr agon	N-glyco inh	MC4R antagonist	ABCB6 inh 2	Granule exo inh	ABHD5-PLIN5 inh	aDG glyco act	H9c2 protect	hiPSC survival	HTR2A ag
CCOC(=O)c1c(C)c(-c2ccccc2)n(CC(=O)NCCC(C)C)c1C	-0.2	7	3	95	0	-2	0.4	-3	1.3	3
O=C1[C@H](Cc2ccccc2)NCC=CC[C@H](c2ccco2)N1Cc1ccccc1	2.7	-2	3	95	-2	7	0.1	16	0.3	6
CC(=O)NC(Cc1c[nH]c2ccccc12)C(=O)N/N=C/c1ccccc1 (stereo not drawn)	-0.7	0	-5	94	0	8	-0.1	0	0.2	3
CC12CCC(C(=O)NNC(=O)c3ccc(Br)cc3)(OC1=O)C2(C)C (stereo not drawn)	-1.2	-1	-2	102	-1	0	-0.3	0	0.0	1
O=C(NCCCN1CCCCC1)c1ccc2c(c1)ncn2C1CCCC1	-1.4	3	-2	101	-10	3	0.1	0	1.2	-6
CN(C)/C=C(/C(=O)c1ccc(Cl)cc1)n1cncn1	0.8	0	14	97	-2	-1	0.5	-5	-2.7	0
COc1cc(/C=N/OCC(=O)Nc2cc(C)on2)ccc1OCc1ccccc1	0.7	4	-1	90	5	10	0.1	4	-1.2	-1
O=C(NC1CC1)C1CCN(c2ccc(S(=O)(=O)N3CCOCC3)cc2)CC1	-1.8	2	7	103	0	3	-0.1	-1	-1.1	2
O=C(Cc1ccc(Cl)cc1)NCCN1CCCC1	-0.1	-1	17	98	3	5	-0.2	-2	0.2	-3
CCCCN(C1CCS(=O)(=O)C1)S(=O)(=O)c1ccc(C(C)C)cc1 (stereo not drawn)	3.9	-2	13	103	-2	2	0.1	-11	-0.4	-2
CCOc1ccc(NC(=O)C2CCN(S(=O)(=O)c3ccc4c(c3)NC(=O)C(C)S4)CC2)cc1 (stereo not drawn)	-2.3	-4	7	96	4	-3	0.8	-11	-0.5	2
Cc1cccc(-n2nc3c([n+]2[O-])CCc2nonc2-3)c1C	-1.4	0	1	97	5	7	-0.2	-1	0.6	1
O=C(c1ccccc1)N1N=C(c2ccccc2O)CC1c1ccc(Br)cc1 (stereo not drawn)	-0.2	-5	5	101	-10	-4	0.0	-5	-0.2	5
Nc1ccc(-c2nc3ccc(C(=O)O)cc3s2)cc1	-1.4	-17	21	105	0	1	-0.1	-11	-1.5	-1
CC(C)(C)C(=O)NC1=NCCS1	-1.7	-1	1	96	-1	-7	-0.3	6	-2.5	3
COc1cccc(NC(=O)CSc2nc3c(oc4ccccc43)c(=O)[nH]2)c1	-0.7	1	1	99	0	0	0.2	-4	-1.0	7
O=C(C1CCN(c2ncnc3c2nc2n3CCCCC2)CC1)N1CCN(c2ccc(F)cc2)CC1	-3.4	-3	22	98	-3	-5	0.2	1	-0.3	-5
COc1ccc(S(=O)(=O)N(Cc2ccccc2)c2ccccc2C(=O)N2CCOCC2)cc1	-1.0	8	5	98	36	6	-0.1	4	-0.3	2
CCc1ccc(C2CC(c3ccc(F)cc3)Nc3nc(N)nn32)cc1 (stereo not drawn)	25*	1	4	99	-2	-12	0.1	-1	-0.3	0
COc1ccc(NC(=O)C2CC(=O)N(c3cccc(C)c3C)C2)cc1 (stereo not drawn)	-0.4	2	-3	95	-1	-2	-0.1	-3	-0.3	-2
Cc1ccc(Cn2c(C)c(C(=O)NCC(C)C)sc2=O)cc1	-0.3	1	6	103	-5	1	0.1	1	-0.4	0
O=C(O)Cn1cc(/C=N/Nc2ccc([N+](=O)[O-])cn2)c2ccccc21	-0.1	0	-9	106	17	-4	0.3	6	0.2	0
CCOC(=O)c1c(SC)n(-c2ccccc2)c(=S)n(-c2ccccc2)c1=O	1.6	2	7	93	2	-4	0.0	-2	-0.7	3
CN(CCc1ccccn1)C(=O)c1nn2c(C(F)(F)F)cc(-c3ccco3)nc2c1Cl	0.2	1	-2	99	-5	5	-0.2	6	-1.1	4
COc1ccc(C)cc1NC(=O)c1ccc(N(C)S(C)(=O)=O)cc1	-0.9	1	5	81	0	-2	-0.2	-3	0.3	-2
CCO[C@@H]1OC(C(=O)N2CCN(C)CC2)=C[C@H](c2ccc(C(F)(F)F)cc2)[C@H]1CCCO	-0.3	3	7	95	5	12	0.2	3	1.9	-7
COc1ccc(NC(=O)c2ccc3ccccc3n2)cc1S(=O)(=O)N1CCCCC1	-1.6	-2	0	93	4	3	-0.3	-5	0.4	1
COc1ccccc1C(=O)NC(=O)Cn1nc(C)c([N+](=O)[O-])c1C	-2.9	1	20	103	-5	5	1.7	6	-0.4	0
O=C(CN1C(=O)C2CCCCN2C(=O)c2ccccc21)N1CCCc2ccccc21 (stereo not drawn)	-0.3	-2	2	99	0	-2	-0.1	8	-3.3	-2
O=C1CC(=Nc2ccc([N+](=O)[O-])cc2)NN1c1c(Cl)cc(Cl)cc1Cl	-1.8	2	9	96	-1	-4	-0.4	-14	-2.5	-6
CCOC(=O)C1(Cc2ccccc2)CCN(Cc2ccc(C)s2)CC1	-1.5	-4	4	94	64*	-5	0.5	-8	0.0	-5
COc1ccccc1CNC(=O)Cn1c(=O)c2cccn2c2cccnc21	-3.8	1	-5	107	17	6	-0.1	12	-0.3	5
